Screens deposited in PubChem by National Center for Advancing Translational Sciences (NCATS).
Lipid storage S3: qHTS Assay for Lipid Storage Modulators in Drosophila S3 Cells | Drosophila S3 cells, BODIPY lipid droplet fluorescence, 18-24 h; cells fed with added oleic acid | lipid storage change, negative = inhibition, % at the top dose, mostly 46.1 µM; hits show Potency in µM | actives 0.64% (n = 320,000) | AID 2685; active = well fitted inhibition curve with a large enough effect in the signal ratio, with a control signal flat, not every such curve was filed as active; inconclusive = small, poorly fitted or top-dose-only effect, or effect the other way, or a change in a side signal; the % refers to the signal ratio
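Drosophila S3 cells got compounds at several concentrations plus oleic acid (400 uM solution). Laser-scanning cytometry with 488 nm excitation read lipid droplets at 500-530 nm and cells at 575-640 nm. Percent activity was relative to 20 uM Triacsin C.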
Lipid storage S3 cell count max: second read-out of Lipid storage S3, no call of its own (marks repeat the call); cell number change, %; measured here: cell count max response;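 cells counted by Cell Tracker Red CMTPX staining in the red channel; peak over a dose series mostly up to 46.1 µM; percent activity relative to internal control wells on each plate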
* = called active by the depositor; i = inactive; ? = inconclusive; · = no result given. % is scaled to controls: 0 for no effect and ±100 for the full control effect; potency is read from the fitted curve at half-maximal effect. Not all compounds are listed. The share of hits here may be higher or lower than overall.

Preview, four compounds:
Screens in order: Lipid storage S3 | Lipid storage S3 cell count max
O=C1c2ccccc2C(=O)c2c(NCc3cccnc3)cccc21
 : ? | ·
COc1cc(C2NC(=O)NC(C)=C2C(=O)OC2CCCCC2)cc(Br)c1O (stereo not drawn)
 : ? | ·
COc1ccc(OC)c(S(=O)(=O)NCc2cc(-c3ccccc3)no2)c1
 : ? | ·
COc1ccc(/C=C2\SC(N)=NC2=O)cc1
 : ? | ·

Main list, from the first entry:
Screens in order: Lipid storage S3 | Lipid storage S3 cell count max
O=C1c2ccccc2C(=O)c2c(NCc3cccnc3)cccc21
 : ? | ·
COc1cc(C2NC(=O)NC(C)=C2C(=O)OC2CCCCC2)cc(Br)c1O (stereo not drawn)
 : ? | ·
COc1ccc(OC)c(S(=O)(=O)NCc2cc(-c3ccccc3)no2)c1
 : ? | ·
COc1ccc(/C=C2\SC(N)=NC2=O)cc1
 : ? | ·
CCCCCOCC1CC(C/C(C)=N/Nc2nc(-c3ccccc3)cs2)C(=O)O1 (stereo not drawn)
 : ? | ·
CC(Cc1ccccc1)NC(=O)c1cc2ccccc2o1 (stereo not drawn)
 : i | -8.4
O=C(CC(Sc1n[nH]c(-c2ccccc2)n1)c1ccccc1)NCc1ccccc1 (stereo not drawn)
 : -12.1% | -14.8
CC(C)(C)NCC(O)COc1ccc(Br)cc1 (stereo not drawn)
 : ? | ·
CCC(=O)N1CCc2cc(S(=O)(=O)CCC(=O)NCc3cccc(OC)c3)ccc21
 : i | ·
CCc1ccc(N(CC(=O)NC(C)(C)CC)C(=O)CCC(=O)Nc2nccs2)cc1
 : ? | ·
Cc1ccc(CCNC(=O)CCn2c(=O)c3cccn3c3ccc(F)cc32)cc1
 : ? | ·
CCOC(CNc1ncnc2c1cnn2C)OCC
 : -24.9% | -1.2
O=C(O)CCNc1ccc(NCCC(=O)O)c2c1C(=O)c1ccccc1C2=O
 : -8.1% | -6.3
CC(=O)/C=C1\N(C)c2ccc(C)cc2C1(C)C
 : ? | ·
Cc1ccc2nc(Nc3ccc4[nH]c(=O)[nH]c4c3)c(-n3nc(C)cc3C)nc2c1
 : ? | ·
CCCCNc1n[n+](C)c(-c2cccc(C)c2)s1
 : -0.1% | 0.3
O=C(Cc1ccccc1F)Nc1ccc(Cl)nc1
 : 4.3% | 0.0
CC(=O)c1cc2c(cc1NC(=O)CN1CCC(Cc3ccccc3)CC1)OCO2
 : ? | ·
COc1cccc(N2C(=O)Nc3ccc(Br)cc3C2(O)C(=O)NCCCOC(C)C)c1 (stereo not drawn)
 : 3.5% | 8.0
CCC/C(=N\NC(=O)C1CCCC1)c1ccccc1
 : ? | ·
COCCCn1c(=S)[nH]c2sc3c(c2c1=O)CCCS3
 : ? | ·
O=C(CNC(=O)c1cccs1)N/N=C/c1cccc(Cl)c1
 : i | -18.8
O=C(Nc1ccccc1)N1CCC(O)(c2cccc(C(F)(F)F)c2)CC1
 : ? | ·
c1ccc2sc(NC3=NCN(C4CCCCC4)CN3)nc2c1
 : 1.3% | -10.3
COCCN(C(=O)CCCC(=O)Nc1ccccn1)C(C(=O)NC1CCCC1)c1ccc(C)cc1 (stereo not drawn)
 : 6.4% | 2.8
CCN(CC(=O)NCCc1ccccc1)S(=O)(=O)c1ccc(C)cc1
 : ? | ·
CS(=O)(=O)N(CC(=O)Nc1ccc2c(c1)OCO2)Cc1ccc(Cl)cc1
 : ? | ·
COc1ccc(-c2cc(C(F)(F)F)n3nc(C(=O)NCCN4CCOCC4)cc3n2)cc1
 : -6.3% | -3.5
S=C1NC[C@H](CC2CCCCC2)N1CCCCC1CCCCC1
 : ? | ·
CC(C)(C)Nc1nc(N)nc(Cl)n1
 : 4.9% | 4.1
FC(F)(F)c1ccc(NC(=S)NC2CCCCC2)cc1
 : ? | ·
CCOc1ccc(OCCn2c(=S)[nH]c3c(N)ncnc32)cc1
 : ? | ·
CCNC(=O)c1c(C)[nH]c(C(=O)OCC)c1C
 : 2.1% | 7.3
Nn1c(SCc2ccc(F)cc2)nnc1-c1ccccn1
 : ? | ·
O=C(CCN1CCOCC1)Nc1ccc(Cl)cc1
 : i | 15.0
COc1ccc(CNC(=O)c2cc(=O)c3ccccc3o2)cc1
 : ? | ·
COc1ccc(N(C(=O)c2cccc(OC)c2OC)C2C=CS(=O)(=O)C2)c(OC)c1 (stereo not drawn)
 : ? | ·
CCOC(=O)CNC(=O)CSc1nnc(-c2ccccc2)c(-c2ccccc2)n1
 : 11.2% | 3.4
COc1ccc(OC)c(NC(=O)c2cc(S(=O)(=O)N3CCCC3)cn2C)c1
 : ? | ·
COc1ccc(-c2nn(-c3ccccc3)cc2C(=O)NC(=S)N2CCOCC2)cc1OC
 : ? | ·
O/N=C1/CCCSc2ccccc21
 : -9.1% | 1.2
C/C(=N\NC(=O)c1cccnc1)c1ccc(Br)cc1
 : i | -13.1
CNC(=O)C(=O)Nc1cc2c3c(c1)CCN3C(=O)CC2
 : i | ·
O=C(NCc1ccccc1)C1CCN(S(=O)(=O)N2CCCCCC2)CC1
 : -0.3% | -0.5
CCC(NC(=O)c1oc2ccccc2c1COC)c1ccc(OC)cc1 (stereo not drawn)
 : i | -3.2
COc1ccc(F)cc1S(=O)(=O)n1cnc2ccccc21
 : 28.6% | ·
Cn1ccnc1SC(C(=O)O)c1ccccc1 (stereo not drawn)
 : -9.1% | -4.4
O=C(NNC(=O)c1cccs1)c1ccc(Cl)cc1
 : 14.1% | -0.8
Cc1ccc(NC(=O)Cn2c(=O)n(Cc3ccco3)c(=O)c3ccccc32)c(C)c1
 : ? | ·
OCC1(CCCc2ccccc2)CCN(Cc2cnc(N3CCOCC3)s2)CC1
 : 8.0% | -1.7
Cn1c(N2CCCC2)nc2c1c(=O)[nH]c(=O)n2C
 : ? | ·
Cc1nnc(SCC(=O)Nc2nc(C(C)(C)C)cs2)s1
 : ? | ·
CC/C(=N\NC(=O)c1csc(C)c1C)c1cccs1
 : -4.4% | ·
COCCn1c(Cc2ccccc2)nnc1SCC(=O)NC1CCCCC1
 : ? | ·
Cc1ccc(/C(N)=N/OC(=O)c2ccc3c(c2)OCO3)cc1
 : ? | ·
COCCCN=C(c1ccco1)n1c(=S)nc(-c2ccco2)n(CCCOC)c1=S
 : 23.7% | 0.3
COc1ccc(CNC(=O)c2cnn3c(C(F)F)cc(C)nc23)cc1
 : 8.1% | -0.2
O=C(CCCO)N/N=C/c1ccccc1[N+](=O)[O-]
 : -0.4% | -5.2
Cc1cc(Br)ccc1-n1[nH]c(C)c(C=Nc2cccc3nsnc23)c1=O
 : -5.0% | -13.3
CC(=O)N1CCN(S(=O)(=O)c2ccc(S(=O)(=O)N3CCCC(C)C3)cc2)CC1 (stereo not drawn)
 : i | -10.3

Going on with the list.
Screens in order: Lipid storage S3 | Lipid storage S3 cell count max
Cn1c(=O)[nH]c(=O)c2c1nc(N1CCCCCC1)n2CCCSc1nc2ccccc2o1
 : ? | ·
Cc1cc(C)c(S(=O)(=O)NCCc2ccccc2)c(C)c1
 : ? | ·
Cc1cc(C)nc(Sc2ncnc(N)c2[N+](=O)[O-])n1
 : ? | ·
O=C(NCC1CCCCC1)c1cc(S(=O)(=O)N2CCOCC2)ccc1F
 : 17.7% | 4.4
COc1ccc(CN2C(=O)NC3(CCCCC3)C2=O)cc1F
 : 14.9% | -15.6
COc1ccc(N2CCN(C(c3cc(OC)ccc3OC)c3nnnn3Cc3ccco3)CC2)cc1 (stereo not drawn)
 : ? | ·
CCOC(=O)C1=C(C)NC(=O)NC1
 : -3.8% | 4.3
C[n+]1cccc(C(=O)N/N=C/c2ccc3c(c2)OCO3)c1
 : -2.7% | 0.9
CN1CCN(C(=O)c2cccn(Cc3cccc(Cl)c3)c2=O)CC1
 : ? | ·
CCOC(=O)Cc1csc(NC(=O)CCSc2ccccc2)n1
 : 11.2% | ·
CSc1ccccc1NC(=O)c1cnc2sc(C)cn2c1=O
 : ? | ·
O=C1NC(=S)N/C1=C/c1cc([N+](=O)[O-])ccc1O
 : ? | ·
O=C(Cc1ccccc1)N1CCNCC1
 : ? | ·
O=C(O)c1ccc(NS(=O)(=O)c2cccc(C(=O)Nc3ccc([N+](=O)[O-])cc3)c2)cc1
 : ? | ·
COc1cccc(C(C(=O)NC(C)(C)C)N(Cc2ccc(F)cc2)C(=O)CCC(=O)Nc2cc(C)on2)c1OC (stereo not drawn)
 : i | 10.8
O=C(CCCN1C(=O)/C(=C/c2ccccc2Cl)SC1=S)NNC(=O)c1ccncc1
 : 9.1% | -10.5
COc1ccccc1C1C(C(=O)c2ccc(C)o2)=C(O)C(=O)N1c1cc(C)on1 (stereo not drawn)
 : i | -21.0
Cc1ccnc(NC(=O)c2ccco2)n1
 : ? | ·
Cc1nc2ccc(S(=O)(=O)NCC(=O)N3CCC(N4CCCCC4)CC3)cc2s1
 : 0.1% | 14.3
CCOC(=O)C1=C(CS(=O)(=O)c2ccc(F)cc2)NC(=O)NC1c1ccc(O)c(O)c1 (stereo not drawn)
 : -6.9% | -1.9
COC(=O)c1cc(=O)n(Cc2cccs2)c(=Nc2ccc(F)cc2)s1
 : -14.4% | -8.3
O=C(Nc1ccc(S(=O)(=O)N2CCCCC2)cc1)c1ccc(CN2CCc3ccccc3C2)cc1
 : 18.4µM* | -10.9*
CCCCCNC(=O)c1cc(S(=O)(=O)N2CCCCC2)ccc1F
 : ? | ·
Cc1cccc(OCC(=O)NC2CCCCCC2)c1C
 : ? | ·
N#Cc1cc(-c2ccccc2)nc(N2CCNCC2)n1
 : -5.8% | 4.3
O=C(COC(=O)c1cccs1)NCCc1ccc(F)cc1
 : ? | ·
CCCCOCCCNC(=O)COc1ccccc1
 : i | ·
Cc1ccc(C(=O)NCCCNC(=O)c2ccco2)cc1
 : ? | ·
CCOC(=O)CN1CC23C=CC(O2)C(C(=O)O)C3C1=O (stereo not drawn)
 : ? | ·
Cc1c(O)nc(SC2CC(=O)N(c3ccccc3)C2=O)[nH]c1=O (stereo not drawn)
 : ? | ·
CCCCN(CCCC)CCNC(=O)c1cn(CC)c2ccc(S(=O)(=O)N(C)C3CCCCC3)cc2c1=O
 : ? | ·
CSc1ccc(CN2CCSCC2)cc1
 : ? | ·
CCCc1cc(NCc2ccccn2)n2nc(C)c(-c3ccccc3)c2n1
 : -0.4% | -7.5
O=C(NCCCN1CCOCC1)c1cccc(S(=O)(=O)Nc2ccccc2Cl)c1
 : -23.9% | -17.9
O=C1CSC(=Nc2ccccc2)N1
 : ? | ·
COc1ccc(CCNC(=O)c2cc3c(=O)n4ccccc4nc3n(CC3CCCO3)c2=N)cc1OC (stereo not drawn)
 : ? | ·
CCN(CC)S(=O)(=O)c1cc(C(=O)OC(C)C(=O)NCc2ccco2)ccc1C (stereo not drawn)
 : -20.6% | 16.2
O=C(Nc1ncc(Cc2cccc(Cl)c2Cl)s1)C1CCCO1 (stereo not drawn)
 : -24.5% | 0.9
CC(C)(C)c1ccc(OCCC(=O)OCC(=O)NC2CCS(=O)(=O)C2)cc1 (stereo not drawn)
 : ? | ·
O=C(CSc1nc2ccc(NC(=O)CSc3nnnn3Cc3ccccc3)cc2s1)Nc1ccccc1
 : 3.6% | -16.2
Cc1cc([N+](=O)[O-])ccc1N1C(=O)c2ccc(C(=O)Nc3ccccc3C(=O)O)cc2C1=O
 : i | 2.2
CCC(C)[C@H](NC(=O)C1CCC(CNC(=O)[C@@H]2CCCN2C(=O)OC(C)(C)C)CC1)C(=O)O (stereo partly drawn)
 : ? | ·
CCCCNC(=O)CSc1nc(CCC)nc2ccccc12
 : 2.3% | 1.4
CCOc1cc(OCC)cc(C(=O)Nc2cccnc2)c1
 : 17.7% | 10.5
COC(=O)CC1=NC(=O)CS1
 : ? | ·
Cc1cc(C(=O)Nc2ccon2)cs1
 : i | 3.2
O=C(COC(=O)c1ccc(F)cc1F)NCCNC(=O)COC(=O)c1ccc(F)cc1F
 : 17.0% | 17.0
O=C(OCC(=O)c1c[nH]c2ccccc12)c1cc(S(=O)(=O)N2CCOCC2)ccc1F
 : 12.6% | -0.3
COc1cccc(/C=N/NC(=O)CCc2c(C)n[nH]c2C)c1
 : i | 14.0
COCCN(C(=O)c1csnn1)C(C(=O)NC1CCCCC1)c1ccccc1 (stereo not drawn)
 : ? | ·
Cc1ccc(NC(=O)c2ccc([N+](=O)[O-])cc2)cc1S(=O)(=O)N(C)C
 : -11.6% | -15.7
COC(C)(C)[C@@H](O)COc1c2ccoc2cc2oc(=O)ccc12
 : ? | ·
Cc1nc(NS(=O)(=O)c2ccccc2)sc1NC(=O)OC(C)C
 : -7.5% | -5.0
Cc1nn(C)c(C)c1S(=O)(=O)N(CC(=O)NC1CCCCCC1)c1ccc(C(C)C)cc1
 : ? | ·
O=C(C1=C(O)C(=O)N(c2nccs2)C1c1ccccc1)c1cc2ccccc2o1 (stereo not drawn)
 : ? | ·
CCn1ncc(S(=O)(=O)Nc2cc(Cl)ccc2C)c1C
 : -5.6% | -1.7
COc1cccc(Cn2cccc(NC(=O)NCc3ccccc3)c2=O)c1
 : 8.1% | 1.2
Cc1cnc(C(=O)OCC(=O)Nc2ccc(OCc3ccccc3)cc2)cn1
 : ? | ·
CCc1cccc(NC(=O)C2CCCN(S(=O)(=O)c3cccs3)C2)c1 (stereo not drawn)
 : ? | ·
c1ccc(Cc2nn3c(Cn4nnc5ccccc54)nnc3s2)cc1
 : 13.1% | -8.0
COc1cc(CN2CCN(CCCc3ccccc3)C(CCO)C2)cc(OC)c1O (stereo not drawn)
 : ? | ·
Cc1ccnc(N2CCC(C(=O)Nc3cccc(C(F)(F)F)c3)CC2)n1
 : -2.5% | -19.5
